# From PubChem BioAssay
# FAS TE block: inhibitors of human fatty acid synthase thioesterase domain; recombinant FAS-TE, OMFH fluorogenic substrate, fluorescence endpoint; inhibition, % at 15 µM; actives 0.67% (n = 360,000); AID 602261;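 active means compounds whose normalised, plate-corrected inhibition of enzyme fluorescence in the single-dose primary screen is 50% or more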;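 further: 0% = DMSO with enzyme and 100% = substrate without enzyme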
# CSN inh: CSN deneddylation inhibition; Q92905; actives 0.38% (n = 360,000); inhibition, % at 12.5 µM; AID 651999; Purified CSN, SCF-Nedd8-OG deneddylation, fluorescence polarization;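 active means pattern-corrected inhibition above about 35%, with an unprinted fluorescence ratio check between 0.5 and 1.5, limit read from the data, passing the limit was not always enough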;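 further: 0% = enzyme with substrate and 100% = substrate without enzyme; some results filed as inactive read as strong as hits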
#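 Schedule: reaction 90 min, room temperature / Assay system: HEK293T-derived human Csn5 enzyme / Input: Csn5 at 0.24 nM final / Measure: inhibition of Csn5 cleavage, % / Control set: substrate-only high control, full reaction low control / Technique: fluorescence polarization of the substrate / Buffer or medium: Tris/NaCl/DTT buffer, pH 7.5 / Reagent: SCFSkp2-Nedd8OG substrate at 10 nM final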
# bovine MsrA act: activates bovine MsrA enzyme | purified bovine MsrA, absorbance read-out | activation, % at 10.6 µM | actives 0.3% (n = 360,000) | AID 602163; in the data active means activation above about 7.5%;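 further: 0% = vehicle and 100% = reference activator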
# E coli Lon inh: E. coli protease La inhibition | actives 0.42% (n = 360,000) | purified E. coli Lon protease, fluorescence polarization | inhibition, % at 7.94 µM | P0A9M0 | AID 602123; in the data active means inhibition above about 13%, passing the limit was not always enough;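 further: 0% = enzyme with probe and DMSO and 100% = no enzyme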
# Rpn11 inh: inhibitors of human proteasome Rpn11; human 26S proteasome, Ub4-pepOG fluorescence polarization; 20S core pre-blocked with epoxomicin; O00487; actives 0.59% (n = 360,000); AID 588493; calls only at 20 µM;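 active means inhibition at 20 µM, scaled to each plate's controls, above about 33%, limit read from the data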
# MsrA inhibitor: inhibitors of bovine MsrA. purified bovine MsrA, absorbance read-out. inhibition, % at 15.5 µM. actives 0.75% (n = 360,000). AID 651718; in the data active means inhibition above about 4.5%;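 further: 0% = vehicle wells with enzyme and 100% = reference inhibitor wells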
# Rin1-Abl PPI inh: blocks binding of human Rin1 to Abl | AID 588664 | TR-FRET Rin1/Abl binding, biochemical | inhibition, % at 7.35 µM | P00519+Q13671 | actives 0.4% (n = 360,000); in the data active means inhibition above about 5%, passing the limit was not always enough
# Target sequence (P00519 whole entry, looked up): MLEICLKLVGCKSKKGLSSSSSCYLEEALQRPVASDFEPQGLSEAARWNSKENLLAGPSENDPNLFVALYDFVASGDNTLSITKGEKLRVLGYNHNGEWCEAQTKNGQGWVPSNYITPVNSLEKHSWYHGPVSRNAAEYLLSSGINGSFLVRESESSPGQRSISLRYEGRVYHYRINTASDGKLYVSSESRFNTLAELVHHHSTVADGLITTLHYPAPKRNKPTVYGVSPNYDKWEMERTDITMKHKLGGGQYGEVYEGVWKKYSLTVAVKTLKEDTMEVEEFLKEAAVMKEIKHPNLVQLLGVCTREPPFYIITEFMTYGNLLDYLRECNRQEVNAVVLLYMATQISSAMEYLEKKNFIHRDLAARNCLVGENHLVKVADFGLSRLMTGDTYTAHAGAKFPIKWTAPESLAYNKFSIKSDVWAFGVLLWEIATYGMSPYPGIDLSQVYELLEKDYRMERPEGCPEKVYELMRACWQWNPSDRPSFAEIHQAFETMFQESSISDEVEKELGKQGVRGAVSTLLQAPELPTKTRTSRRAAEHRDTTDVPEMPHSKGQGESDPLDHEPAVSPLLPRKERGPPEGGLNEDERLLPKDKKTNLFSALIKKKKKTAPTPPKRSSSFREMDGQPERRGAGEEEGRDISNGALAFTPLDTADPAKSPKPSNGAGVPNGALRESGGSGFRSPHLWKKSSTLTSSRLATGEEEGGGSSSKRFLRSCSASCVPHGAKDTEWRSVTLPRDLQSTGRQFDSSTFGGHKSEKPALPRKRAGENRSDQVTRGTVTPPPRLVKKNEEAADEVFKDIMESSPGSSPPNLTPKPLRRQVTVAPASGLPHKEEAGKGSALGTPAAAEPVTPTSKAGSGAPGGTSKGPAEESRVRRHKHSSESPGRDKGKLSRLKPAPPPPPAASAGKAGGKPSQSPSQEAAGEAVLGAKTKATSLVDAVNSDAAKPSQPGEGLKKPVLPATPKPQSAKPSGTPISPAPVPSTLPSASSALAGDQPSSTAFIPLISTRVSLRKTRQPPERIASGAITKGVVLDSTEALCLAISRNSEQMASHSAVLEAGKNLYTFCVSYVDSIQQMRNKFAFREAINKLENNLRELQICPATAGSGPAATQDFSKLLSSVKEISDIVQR
# Target sequence (Q13671 whole entry, looked up): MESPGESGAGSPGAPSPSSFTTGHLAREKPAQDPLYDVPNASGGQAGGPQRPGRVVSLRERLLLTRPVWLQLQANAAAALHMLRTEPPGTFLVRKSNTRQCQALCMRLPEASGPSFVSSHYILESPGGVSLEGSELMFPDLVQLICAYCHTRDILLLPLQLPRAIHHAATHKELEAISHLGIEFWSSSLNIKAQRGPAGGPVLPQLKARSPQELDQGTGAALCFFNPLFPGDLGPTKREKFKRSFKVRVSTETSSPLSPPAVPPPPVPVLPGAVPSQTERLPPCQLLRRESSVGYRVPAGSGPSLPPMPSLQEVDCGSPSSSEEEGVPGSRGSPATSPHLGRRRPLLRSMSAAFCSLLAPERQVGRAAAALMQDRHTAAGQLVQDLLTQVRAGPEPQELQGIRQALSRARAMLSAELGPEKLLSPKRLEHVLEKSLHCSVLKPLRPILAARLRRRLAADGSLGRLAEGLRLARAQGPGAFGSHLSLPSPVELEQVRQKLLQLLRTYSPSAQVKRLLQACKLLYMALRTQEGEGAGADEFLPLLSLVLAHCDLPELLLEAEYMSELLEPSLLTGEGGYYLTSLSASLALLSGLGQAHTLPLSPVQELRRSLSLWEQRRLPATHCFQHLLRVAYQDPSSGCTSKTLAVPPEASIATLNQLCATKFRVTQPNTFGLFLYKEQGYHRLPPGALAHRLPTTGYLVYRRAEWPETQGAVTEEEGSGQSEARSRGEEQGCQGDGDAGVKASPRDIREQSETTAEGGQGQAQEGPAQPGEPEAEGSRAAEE
# PABP1 MLLE inh: inhibitors of microRNA-mediated deadenylation, human PABP1 MLLE binding; actives 0.36% (n = 360,000); AID 588489; GST-MLLE / FITC-PAM2 fluorescence polarization; inhibition, % at 20 µM; in the data active means inhibition above about 35%, passing the limit was not always enough;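 further: plate controls were DMSO wells with GST-MLLE for no effect and wells lacking GST-MLLE protein for full effect; some results filed as inactive read as strong as hits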
# MT1-MMP act inh: MT1-MMP (human) activation inhibition; HT1080 RFP-PRO-GFP cells, GFP/RFP ratio fluorescence, overnight; percent of plate control window, DMSO zero; GFP/RFP ratio change, % at 20 µM; actives 0.061% (n = 360,000);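 active means GFP/RFP ratio change of at least 30% with cell ATP level not reduced by more than half and red fluorescence within 50% of control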; further: strong numbers were not always called active
#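 Assay system – RFP-PRO-GFP reporter HT1080 cells · Compound dosing – single dose of 20 µM compound, 1% DMSO final · Incubation – overnight compound exposure at 37 °C · Measure – GFP/RFP fluorescence ratio · Benchmarks – DMSO wells and RFP-L50D-GFP cells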
# Numbers without * were called inactive; i = inactive; . = not tested or not shown.
# Second line of a record: FAS TE block, CSN inh, bovine MsrA act, E coli Lon inh, Rpn11 inh, MsrA inhibitor, Rin1-Abl PPI inh, PABP1 MLLE inh, MT1-MMP act inh
CCOc1ccc2nc(SCC(=O)NNC(=O)c3ccco3)c(C)cc2c1
  1, 0, -3, 7, i, -0.1, 1, 6, 2
CCN(c1ccc(C)cc1C)S(=O)(=O)c1nnc(NC(=O)C(C)C)s1
  4, -2, 0, 2, i, 0.0, 0, -6, 3
CCOc1cccc(CN2CCCC(C(=O)Nc3cccc(-n4cccn4)c3)C2)c1 (centres undefined)
  5, 1, -5, -17, i, 0.5, -2, -2, -1
CCCSc1nnc(CNC(=O)C23CC4CC(CC(C4)C2)C3)n1Cc1ccccc1
  4, -15, 4, -4, i, -0.8, -3, -76, -5
CC(C)CC(=O)NC(=S)NNC(=O)c1cccc([N+](=O)[O-])c1
  2, -7, -6, 4, i, 3.5, 1, -2, -2
CC(=O)NC(NC(=S)Nc1c(C)n(C)n(-c2ccccc2)c1=O)C(Cl)(Cl)Cl (centres undefined)
  0, -2, -2, -4, i, 1.1, 8, -2, 2
NS(=O)(=O)c1ccc(CNC(=O)/C=C/c2ccc(Cl)c(Cl)c2)cc1
  7, 1, -5, 11, i, -1.2, -1, 2, 4
CC(C)=C1C2CCC1C(C(=O)Nc1cc(C)cc(C)c1)C2C(=O)O (centres undefined)
  3, -7, -8, -7, i, 1.1, 3, -4, 0
Cc1ccc(S(=O)(=O)N2CCCCC2)cc1C(=O)Nc1cccnc1
  -1, 5, -2, -8, i, -0.4, -3, -8, 1
CC(=O)Nc1ccc(OC(=O)Oc2ccc(NC(C)=O)cc2)cc1
  4, -2, -2, -19, i, -0.6, -1, -2, 0
C=CCNC(=S)N1CCC(C(=O)c2ccc(F)cc2)CC1
  -3, 5, -3, -9, i, 0.0, 0, -126, 0
CN(Cc1cccc(Cl)c1)C(=O)C1CSC2(C)CCC(=O)N12 (centres undefined)
  -9, -4, -4, -2, i, -1.1, 0, 2, 4
Cc1ccc(N2CC(C(=O)Nc3ccccn3)CC2=O)cc1 (centres undefined)
  -3, 5, -3, -1, i, -1.1, 1, -2, -5
CCN1c2ccccc2-c2nc3ccccc3n2C1c1ccccn1 (centres undefined)
  -2, -3, -7, 10, i, 0.6, 2, -5, 3
Cc1cccc(N2C(=O)CC(N3CCN(c4ccc(Cl)cc4)CC3)C2=O)c1 (centres undefined)
  6, 2, -2, -16, i, 0.4, -1, 10, 4
Nc1ncnc2c1ncn2[C@@H]1O[C@H](CNCc2ccc(OCC(=O)Nc3nccs3)cc2)[C@@H](O)[C@H]1O
  -8, 2, -1, -6, i, 3.8, 0, -6, 2
CC(Sc1nnc2c(n1)[nH]c1ccccc12)C(=O)N(C)C1CCCCC1 (centres undefined)
  8, -3, -4, -3, i, 1.3, -3, 33, 3
C=CC[C@@H](CC(=O)N(CCO)Cc1ccccc1)C(=O)N[C@H](COC(=O)[C@H](CC=C)CC(=O)OC(C)(C)C)Cc1c[nH]c2ccccc12
  18, -3, -1, 13, i, 0.9, 0, -1, -5
COC(=O)c1ccc(-c2csc(NC(=O)c3c(C)noc3C)n2)cc1
  10, 2, -4, 1, i, 0.0, -3, -8, 5
CC(=O)N[C@@H](CS)C(=O)O
  -1, 0, 0, -1, i, -0.8, -2, 3, 3

# The results go on:
# Second line of a record: FAS TE block, CSN inh, bovine MsrA act, E coli Lon inh, Rpn11 inh, MsrA inhibitor, Rin1-Abl PPI inh, PABP1 MLLE inh, MT1-MMP act inh
C=CCNC(=O)c1cc2c(=O)c3ccccc3oc2nc1C
  -4, 19, -2, -58, i, 0.8, 3, -7, -8
CCN(c1ccccc1)S(=O)(=O)c1ccc(OC)c(NC(=O)Cc2ccccc2OC)c1
  20, -2, -3, -6, i, -0.5, 1, -19, -1
C=CCn1c(SC)nnc1-c1cccc([N+](=O)[O-])c1
  -8, -3, 1, -6, i, -0.3, 7, -12, 11
O=C(Nc1ccc(Br)cc1)c1cccc(NC(=O)C2C3CC4OC(=O)C2C4C3)c1 (centres undefined)
  2, 2, 0, -5, i, -0.3, 1, -8, 5
Cc1ccc(N2C(=O)c3ccccc3C2(O)c2ccccc2)cc1 (centres undefined)
  -4, -3, -1, -15, i, -0.1, 1, -1, 2
CCOC(=O)C1CCN(CCC(=O)Nc2ccccc2Cl)CC1
  -7, 0, -8, -7, i, 0.2, 1, 14, 2
Cc1ccnc2nc(C(=O)NCc3ccccc3)nn12
  0, 0, -2, 3, i, -0.6, -1, 0, -1
O=C(NCCNC(=O)c1ccccn1)c1ccc(F)cc1
  -4, 1, -3, -11, i, -0.1, 2, 4, 1
CCOc1ccccc1N1CCN(C(=O)CC(C)(C)C)CC1
  -7, 2, -7, -4, i, -1.0, 6, 6, 0
CNc1c(N=Cc2cccnc2)c(=O)n(C)c(=O)n1C
  -12, -5, -1, -1, i, 0.2, 0, 3, 1
O=C(O)c1cc(N2N=C(C(F)(F)F)/C(=C/C=C/c3ccco3)C2=O)ccc1Cl
  5, 40, -7, 28*, ., 1.1, 12*, -20, -4
Cn1c(=O)c2cn(-c3ccccc3)cc2n(C)c1=O
  -4, 0, -3, -7, i, -1.1, 1, 10, -4
COc1ccc(C(=O)NC2CCN(Cc3c(F)cccc3Cl)CC2)cc1OC
  0, 3, -2, 2, i, -0.2, 1, 8, 1
Oc1[nH]c2ccc(Br)cc2c1N=NC(=S)Nc1ccc(F)cc1
  3, -2, -2, 7, i, 0.6, 1, 28, 11
CCOc1ncccc1C(=O)Nc1cc(S(=O)(=O)N2CCCCC2)ccc1Cl
  3, 0, -2, -2, i, 0.0, 1, 11, 3
CC1(C)NC(C)(C)c2nonc2/C1=N\O
  -5, 2, 1, 11, i, 0.2, 4, 0, 1
N#Cc1cccc(NC(=O)CNc2cc(S(=O)(=O)N3CCOCC3)ccc2N2CCCC2)c1
  10, 6, 1, -3, i, 0.8, 0, 2, -1
O=C(NC1CCN(CC(=O)N(c2ccccc2)c2ccccc2)CC1)c1ccc([N+](=O)[O-])cc1
  0, -2, -9, 2, i, 0.4, -2, -4, -4
CC1=NN(c2ccccc2)C(=O)C1N=Nc1ccc(N)cc1 (centres undefined)
  2, 2, -11, -14, i, 2.5, -3, -11, 53*
CCCc1cc(=O)n2[nH]c(NCc3c(Cl)cccc3Cl)nc2n1
  -7, 0, -4, 0, i, 0.2, 0, 1, -3

# Nothing new here: an excerpt of the list.
# Second line of a record: FAS TE block, CSN inh, bovine MsrA act, E coli Lon inh, Rpn11 inh, MsrA inhibitor, Rin1-Abl PPI inh, PABP1 MLLE inh, MT1-MMP act inh
O=C(NCCNC(=O)c1ccccn1)c1ccc(F)cc1
  -4, 1, -3, -11, i, -0.1, 2, 4, 1
CCOc1ccccc1N1CCN(C(=O)CC(C)(C)C)CC1
  -7, 2, -7, -4, i, -1.0, 6, 6, 0
CNc1c(N=Cc2cccnc2)c(=O)n(C)c(=O)n1C
  -12, -5, -1, -1, i, 0.2, 0, 3, 1
O=C(O)c1cc(N2N=C(C(F)(F)F)/C(=C/C=C/c3ccco3)C2=O)ccc1Cl
  5, 40, -7, 28*, ., 1.1, 12*, -20, -4
Cn1c(=O)c2cn(-c3ccccc3)cc2n(C)c1=O
  -4, 0, -3, -7, i, -1.1, 1, 10, -4
COc1ccc(C(=O)NC2CCN(Cc3c(F)cccc3Cl)CC2)cc1OC
  0, 3, -2, 2, i, -0.2, 1, 8, 1
Oc1[nH]c2ccc(Br)cc2c1N=NC(=S)Nc1ccc(F)cc1
  3, -2, -2, 7, i, 0.6, 1, 28, 11
CCOc1ncccc1C(=O)Nc1cc(S(=O)(=O)N2CCCCC2)ccc1Cl
  3, 0, -2, -2, i, 0.0, 1, 11, 3
CC1(C)NC(C)(C)c2nonc2/C1=N\O
  -5, 2, 1, 11, i, 0.2, 4, 0, 1
N#Cc1cccc(NC(=O)CNc2cc(S(=O)(=O)N3CCOCC3)ccc2N2CCCC2)c1
  10, 6, 1, -3, i, 0.8, 0, 2, -1
O=C(NC1CCN(CC(=O)N(c2ccccc2)c2ccccc2)CC1)c1ccc([N+](=O)[O-])cc1
  0, -2, -9, 2, i, 0.4, -2, -4, -4
CC1=NN(c2ccccc2)C(=O)C1N=Nc1ccc(N)cc1 (centres undefined)
  2, 2, -11, -14, i, 2.5, -3, -11, 53*
CCCc1cc(=O)n2[nH]c(NCc3c(Cl)cccc3Cl)nc2n1
  -7, 0, -4, 0, i, 0.2, 0, 1, -3

# The list goes on.
# Second line of a record: FAS TE block, CSN inh, bovine MsrA act, E coli Lon inh, Rpn11 inh, MsrA inhibitor, Rin1-Abl PPI inh, PABP1 MLLE inh, MT1-MMP act inh
O=[N+]([O-])c1ccc2ccn(C3OCC(O)C(O)C3O)c2c1 (centres undefined)
  -4, -4, -3, -3, i, 1.2, -1, 4, 1
COC(=O)C1(C)COP(=O)(NC23CC4CC(CC(C4)C2)C3)OC1 (centres undefined)
  -5, -4, -1, -17, i, -0.2, 0, 7, 3
CCOC(=O)C1CCN(S(=O)(=O)c2cc(Cl)c(C)cc2OC)CC1
  12, -2, -2, 5, i, 1.1, 1, 2, 5
O=C(C1CCCCC1)N1CCN(c2ccnc3cc(Cl)ccc23)CC1
  6, -1, -1, -3, i, 1.7, 0, -9, -2
CCOCCOC(=O)COc1ccc2c(-c3ccccc3)cc(=O)oc2c1
  3, 2, 2, 10, i, 1.2, 1, -11, -1
COc1ccc(Cc2nnc(SCC(=O)c3ccc4c(c3)NC(=O)CO4)o2)cc1
  -6, 0, -2, -16, i, 0.1, -3, -82, -5
Cc1ccccc1-n1c(SCc2cc(=O)n3ccccc3n2)nc2[nH]ncc2c1=O
  -12, -5, 1, 2, i, 1.5, -2, -7, -4
COc1cccc(C2C(C(=O)c3sc(C)nc3C)=C(O)C(=O)N2CCN2CCOCC2)c1 (centres undefined)
  -4, 4, -5, -2, i, 2.3, 3, 7, 5
O=C(COc1cccc(NC(=O)c2ccccc2)c1)c1ccccc1
  13, 0, -9, -4, i, 0.3, 3, 8, 7
Cc1c(Cl)cccc1N1CC(C(=O)Nc2nccs2)CC1=O (centres undefined)
  -1, -4, 2, -1, i, -0.7, -2, 26, -1
O=C(c1ccccc1)C1CCN(C(=O)Nc2ccccc2)CC1
  -3, 6, -3, 4, i, -0.5, -4, 0, 1
Cc1ccc(-c2nc(NC(=O)CSc3ccc4ccccc4n3)ns2)cc1
  12, 6, 4, 4, i, 0.1, 0, 12, -3
COCCNC(=O)c1c(N)n(-c2cccc(C)c2)c2nc3ccccc3nc12
  7, 1, 3, -7, i, 0.6, 2, 13, 8
CCc1ccc(NC(=O)C2(C)Cc3ccccc3C(=O)O2)cc1 (centres undefined)
  7, -2, -2, -1, i, -1.1, 1, 2, -5
Cc1ccc(C(=O)N/C(=C\c2cccs2)C(=O)N2CCCCCC2)cc1
  -8, -2, -12, -4, i, -0.3, 0, 2, -5
Cc1ccccc1NS(=O)(=O)c1ccc(C(=O)N2CCC2)cc1
  -1, 6, 1, -7, i, -0.8, 1, -6, -1
CC1(c2ccc(OC(F)F)cc2)NC(=O)N(CC(=O)Nc2cccc(S(N)(=O)=O)c2)C1=O (centres undefined)
  1, -2, -5, -7, i, 0.0, 0, -7, -2
COCCNC(=O)C1CCCN(C(=O)c2cncc(Br)c2)CC1 (centres undefined)
  -10, -4, 0, 1, i, -0.5, 5, 1, -1
O=C(NCCCSc1ccccc1)c1cccnc1
  -1, -2, -4, -2, i, 1.1, 2, -14, 2
